NCOA3 inh = SRC3 coactivator transcriptional activity inhibitors, primary screen, cell-based, luminescence. Nuclear receptor coactivator 3 (Homo sapiens), Q9Y6Q9. HEK293 GAL4-SRC3 luciferase reporter. inhibition, % at 3.6 µM. 0.17% of 360,000 active. AID 588352, 2011;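 active = inhibition above a per-campaign cutoff, the mean of all compounds plus 3 SD, cut at about 60% in these data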;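 note: 0% = DMSO-treated cells and 100% = gossypol-treated cells at 36 µM; higher means less SRC3-driven luciferase light from the GAL4 reporter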
SRC2 inh = inhibition of GAL4-SRC2 driven luciferase reporter, primary screen, SRC2 inhibitor project, cell-based, luminescence; inhibition, % at 9 µM; 0.17% of 370,000 active; HEK293 GAL4-SRC2 luciferase reporter;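 active = inhibition above the mean inhibition of all tested compounds plus 3 SD, set per campaign, cut at about 52% in these data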;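 note: 0% = DMSO treated cells and 100% = cells given Gossypol at 36 µM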
TLR9-MyD88 block = inhibitors of TLR9-MyD88 association in cells, primary screen, cell-based, CHO, BLA complementation, fluorescence; Toll-like receptor 9 (Homo sapiens) + Myeloid differentiation primary response protein …; CCF4 FRET ratio; inhibition, % at 4.98 µM; 0.21% of 340,000 active;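 active = inhibition above the mean over all tested compounds plus 3 SD, cut at about 21% in these data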;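 note: 0% = DMSO only wells and 100% = clavulanate BLA inhibitor control wells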
TROY NFkB inh = inhibitors of TROY-driven NF-kB signaling, primary screen, Q293 LMP1-TROYcd cells, NF-kB luciferase, uHTS; AID 1347056, 2019; inhibition, % at 10 µM; Q293 LMP1-TROYcd NF-kB luciferase reporter, 4 h; 0.98% of 360,000 active;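 active = compounds whose plate-normalised and pattern-corrected inhibition of the luciferase reporter signal at the single screening dose is 50% or more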
C8 TRAIL sens = viability loss with TRAIL in NB7+C8 cells, primary screen, TRAIL sensitizer project, cell-based, ATPlite luminescence; AID 624354, 2012; 1% of 360,000 active; inhibition (viability loss, TRAIL sensitization), % at 10 µM;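 active = compounds causing at least 50% loss of cell viability in the single-dose screen, relative to plate controls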
NOD2-RIPK2 inh = NOD2-RIPK2 binding disruptors in cells, primary screen, fluorescence, CHO cells, BLA complementation; Receptor-interacting serine/threonine-protein kinase 2 (Homo sapiens), O43353; CCF4 ratio; inhibition, % at 4.98 µM; 0.38% of 360,000 active; AID 624267, 2012; in the data active = inhibition above about 21%;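 note: 0% = vehicle only and 100% = reference blocker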
TWEAK Fn14 block = inhibitors of TWEAK-Fn14 signaling, primary screen, luciferase reporter cells, uHTS; TWEAK-stimulated Fn14 reporter cells, luciferase luminescence, 8 h; inhibition, % at 10 µM; 2% of 360,000 active; in the data active = inhibition above about 50%
SRC1 inh = SRC1 coactivator transcriptional activity inhibitors, primary screen, cell-based, luminescence; HEK293 GAL4-SRC1 luciferase reporter; inhibition, % at 3.6 µM; 0.12% of 360,000 active; AID 588354, 2011;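 active = inhibition above the campaign mean plus 3 SD, with each screening campaign given its own cutoff, cut at about 60% in these data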;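 note: 0% = DMSO treated cells and 100% = gossypol at 36 µM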
NR5A2 inv ag = LRH-1 (NR5A2) inverse agonists, primary screen, cell-based, luminescence, HEK293T, StAR-luciferase reporter; Nuclear receptor subfamily 5 group A member 2 (Homo sapiens), O00482; LRH-1 transfected, 24 h; inhibition, % at 3.6 µM; 0.13% of 360,000 active;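 active = inhibition above the mean inhibition of all tested compounds plus 3 SD, cut at about 73% in these data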;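 note: 0% = DMSO wells and 100% = reporter-only cells lacking LRH-1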
Target sequence (O00482 whole entry, looked up): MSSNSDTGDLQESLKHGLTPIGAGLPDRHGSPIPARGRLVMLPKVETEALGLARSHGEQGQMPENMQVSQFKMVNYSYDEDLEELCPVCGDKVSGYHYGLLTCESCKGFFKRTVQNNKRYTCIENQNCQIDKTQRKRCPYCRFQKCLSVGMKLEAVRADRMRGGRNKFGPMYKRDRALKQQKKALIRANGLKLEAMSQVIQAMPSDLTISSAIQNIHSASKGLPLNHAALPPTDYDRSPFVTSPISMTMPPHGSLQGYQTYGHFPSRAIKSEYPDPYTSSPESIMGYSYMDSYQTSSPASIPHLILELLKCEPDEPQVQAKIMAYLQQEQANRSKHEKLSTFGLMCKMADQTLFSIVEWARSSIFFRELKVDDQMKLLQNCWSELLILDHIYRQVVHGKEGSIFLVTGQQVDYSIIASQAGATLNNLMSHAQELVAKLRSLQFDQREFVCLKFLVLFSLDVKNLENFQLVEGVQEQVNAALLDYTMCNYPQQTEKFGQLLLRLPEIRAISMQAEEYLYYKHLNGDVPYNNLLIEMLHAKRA
NR2F2 inh = NR2F2 transcriptional activity inhibitors, primary screen, cell-based, luciferase reporter, HEK293T, luminescence; COUP transcription factor 2 (Homo sapiens), P24468; HEK293T NGFI-A luciferase reporter; inhibition, % at 8.6 µM; 0.7% of 370,000 active;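 active = inhibition above a per-plate cutoff, mean inhibition of test wells between control levels plus 3 SD, cut at about 38% in these data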;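 note: cells cotransfected with COUP-TFII expression vector driving the NGFI-A reporter; 0% = median of COUP-TF2 test wells and 100% = reporter-only cells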
Target sequence (P24468 whole entry, looked up): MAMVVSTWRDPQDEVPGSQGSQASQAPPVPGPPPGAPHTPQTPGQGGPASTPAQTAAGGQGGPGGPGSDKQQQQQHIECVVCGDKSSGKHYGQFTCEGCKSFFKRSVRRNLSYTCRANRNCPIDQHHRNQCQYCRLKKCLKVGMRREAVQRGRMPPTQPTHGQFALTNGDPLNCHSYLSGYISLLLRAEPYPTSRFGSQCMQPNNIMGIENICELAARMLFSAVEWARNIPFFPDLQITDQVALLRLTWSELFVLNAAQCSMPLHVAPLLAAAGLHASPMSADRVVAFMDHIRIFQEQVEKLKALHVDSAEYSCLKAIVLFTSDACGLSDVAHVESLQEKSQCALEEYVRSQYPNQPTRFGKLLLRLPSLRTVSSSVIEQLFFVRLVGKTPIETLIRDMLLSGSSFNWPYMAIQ
EBV LMP1 NFkB = EBV LMP1-driven NF-kappaB luciferase reporter inhibitors, primary screen, cell-based, luminescence, single point; LMP1-induced NF-kappaB luciferase reporter cells; inhibition, % at 12.5 µM; 0.69% of 350,000 active; AID 504558, 2011; in the data active = inhibition above about 41%;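 note: 0% = neutral control wells and 100% = reference inhibitor control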
Numbers without * were called inactive. A portion of the library, so the mix of outcomes need not match the whole.

`O=C(NC1CCN(C(=O)c2cccc([N+](=O)[O-])c2)CC1)c1ccccc1` gave NCOA3 inh 8, SRC2 inh -12, TLR9-MyD88 block 2, TROY NFkB inh -32, C8 TRAIL sens -1, NOD2-RIPK2 inh 0, TWEAK Fn14 block -2, SRC1 inh 5, NR5A2 inv ag 0, NR2F2 inh 4 and EBV LMP1 NFkB -4.
Screening COc1ccc(CN2CCOCC2)c(C)c1C returned NCOA3 inh 6, SRC2 inh -13, TLR9-MyD88 block -7, TROY NFkB inh 7, C8 TRAIL sens 2, NOD2-RIPK2 inh -10, TWEAK Fn14 block -13, SRC1 inh 14, NR5A2 inv ag 3, NR2F2 inh 5 and EBV LMP1 NFkB 5.
For COc1ccccc1CNC(=O)COC(=O)COc1ccccc1F the results were NCOA3 inh -7, SRC2 inh 4, TLR9-MyD88 block -1, TROY NFkB inh 9, C8 TRAIL sens -22, NOD2-RIPK2 inh -15, TWEAK Fn14 block -6, SRC1 inh 1, NR5A2 inv ag 21, NR2F2 inh -1 and EBV LMP1 NFkB 1.
Screening O=C(CNC(=O)COc1ccccc1)NCCc1ccccn1 returned NCOA3 inh 5, SRC2 inh -7, TLR9-MyD88 block 6, TROY NFkB inh -7, C8 TRAIL sens -4, NOD2-RIPK2 inh -11, TWEAK Fn14 block -4, SRC1 inh -1, NR5A2 inv ag 4, NR2F2 inh -14 and EBV LMP1 NFkB -3.
`O=C(Nc1cccc(C(F)(F)F)c1)C1CCCN(c2ncccn2)C1` (centres undefined) gave NCOA3 inh 3, SRC2 inh -4, TLR9-MyD88 block -1, TROY NFkB inh -7, C8 TRAIL sens -1, NOD2-RIPK2 inh 8, TWEAK Fn14 block 0, SRC1 inh -20, NR5A2 inv ag -12, NR2F2 inh 7 and EBV LMP1 NFkB -6.
`CC(=O)c1ccc(Nc2cc(C)nc3ccccc23)cc1` gave NCOA3 inh -1, SRC2 inh -43, TLR9-MyD88 block 6, TROY NFkB inh -1, C8 TRAIL sens -22, NOD2-RIPK2 inh -3, TWEAK Fn14 block -14, SRC1 inh -14, NR5A2 inv ag 11, NR2F2 inh -16 and EBV LMP1 NFkB -10.
For COc1ccc(-c2cn(-c3ccc(C)cc3)c(=O)n2CC(=O)Nc2ccc(OC)c(OC)c2)cc1 the results were NCOA3 inh 1, SRC2 inh -18, TLR9-MyD88 block 6, TROY NFkB inh -46, C8 TRAIL sens 6, NOD2-RIPK2 inh 7, TWEAK Fn14 block -8, SRC1 inh -16, NR5A2 inv ag -18, NR2F2 inh -2 and EBV LMP1 NFkB -15.
Screening COc1ccc(C(CNC(=O)C2CCN(S(=O)(=O)c3ccc(F)cc3)CC2)N(C)C)cc1 (centres undefined) returned NCOA3 inh 1, SRC2 inh 26, TLR9-MyD88 block 6, TROY NFkB inh -3, C8 TRAIL sens 4, NOD2-RIPK2 inh 10, TWEAK Fn14 block 5, SRC1 inh -8, NR5A2 inv ag 11, NR2F2 inh -7 and EBV LMP1 NFkB -6.
`COc1ccc(N(CN2C(=O)C3CC=CCC3C2=O)C(=O)c2ccco2)cc1` (centres undefined) gave NCOA3 inh 2, SRC2 inh 6, TLR9-MyD88 block 11, TROY NFkB inh 2, C8 TRAIL sens -9, NOD2-RIPK2 inh -10, TWEAK Fn14 block 5, SRC1 inh -18, NR5A2 inv ag 24, NR2F2 inh -3 and EBV LMP1 NFkB -2.
Screening COc1ccc2nc(NCc3cccnc3)sc2c1 returned NCOA3 inh -35, SRC2 inh -30, TLR9-MyD88 block -14, TROY NFkB inh -17, C8 TRAIL sens -2, NOD2-RIPK2 inh 1, TWEAK Fn14 block -12, SRC1 inh -24, NR5A2 inv ag -47, NR2F2 inh -6 and EBV LMP1 NFkB -1.
Screening CC1CC1c1ccc(/C=C(\C#N)C(=O)Nc2ccc(Cl)cc2)o1 (centres undefined) returned NCOA3 inh -85, SRC2 inh -55, TLR9-MyD88 block -2, TROY NFkB inh 46, C8 TRAIL sens 11, NOD2-RIPK2 inh 14, TWEAK Fn14 block 27, SRC1 inh -120, NR5A2 inv ag -136, NR2F2 inh -44 and EBV LMP1 NFkB -41.
Cc1ccc(C(=O)N/C(=C\c2ccc(-c3ccccc3[N+](=O)[O-])o2)C(=O)NCCCN(C)C)cc1 was read as NCOA3 inh -6, SRC2 inh 1, TLR9-MyD88 block -7, TROY NFkB inh 5, C8 TRAIL sens 49*, NOD2-RIPK2 inh -7, TWEAK Fn14 block 25, SRC1 inh 1, NR5A2 inv ag 7, NR2F2 inh 14 and EBV LMP1 NFkB 7.
`COc1ccc(Cl)cc1NC(=O)N1CCN(C2CCCCC2)CC1` gave NCOA3 inh -3, TLR9-MyD88 block -5, TROY NFkB inh 15, C8 TRAIL sens 13, NOD2-RIPK2 inh -3, TWEAK Fn14 block 16, SRC1 inh -3, NR5A2 inv ag -24 and EBV LMP1 NFkB 4.
`NS(=O)(=O)c1ccc(CCNC(=O)CNCCc2ccccc2)cc1` gave NCOA3 inh -5, SRC2 inh -5, TLR9-MyD88 block 8, TROY NFkB inh 15, C8 TRAIL sens -15, NOD2-RIPK2 inh -3, TWEAK Fn14 block 9, SRC1 inh -16, NR5A2 inv ag 7, NR2F2 inh -12 and EBV LMP1 NFkB 7.
For Cc1ccc(C(=O)OCC(=O)Nc2ccccc2C(F)(F)F)cc1S(=O)(=O)N1CCCCC1 the results were NCOA3 inh -8, SRC2 inh 13, TLR9-MyD88 block -3, TROY NFkB inh -13, C8 TRAIL sens -13, NOD2-RIPK2 inh -12, TWEAK Fn14 block -8, SRC1 inh 3, NR5A2 inv ag 5, NR2F2 inh 15 and EBV LMP1 NFkB 2.
C(=N/Nc1cc(N2CCOCC2)nc(N2CCOCC2)n1)/c1ccccc1 was read as NCOA3 inh 2, SRC2 inh 3, TLR9-MyD88 block 1, TROY NFkB inh 14, C8 TRAIL sens 3, NOD2-RIPK2 inh 5, TWEAK Fn14 block -25, SRC1 inh -5, NR5A2 inv ag -9, NR2F2 inh -6 and EBV LMP1 NFkB -17.
`CCc1nnc(NC(=O)C2CCCN2C(=O)Nc2ccccc2)s1` (centres undefined) gave NCOA3 inh 14, SRC2 inh -5, TLR9-MyD88 block 8, TROY NFkB inh 3, C8 TRAIL sens -3, NOD2-RIPK2 inh -9, TWEAK Fn14 block -1, SRC1 inh -11, NR5A2 inv ag 5, NR2F2 inh -1 and EBV LMP1 NFkB -11.
Screening COCCNC(=O)/C(C#N)=C/c1ccc(OC(=O)c2cccs2)c(OC)c1 returned NCOA3 inh -3, SRC2 inh -3, TLR9-MyD88 block -10, TROY NFkB inh 5, C8 TRAIL sens 5, NOD2-RIPK2 inh -2, TWEAK Fn14 block 0, SRC1 inh 8, NR5A2 inv ag 8, NR2F2 inh 3 and EBV LMP1 NFkB -3.
For NC(CCc1ccccc1)c1csc(Nc2nncc3ccccc23)n1 (centres undefined) the results were NCOA3 inh -14, SRC2 inh 10, TROY NFkB inh -16, C8 TRAIL sens -3, NOD2-RIPK2 inh 24*, TWEAK Fn14 block -32, SRC1 inh -1, NR5A2 inv ag 8 and NR2F2 inh -2.
For COc1c(O)c(O)c2oc(-c3ccccc3)cc(=O)c2c1OC the results were NCOA3 inh 18, SRC2 inh -34, TLR9-MyD88 block 6, TROY NFkB inh -24, C8 TRAIL sens -1, NOD2-RIPK2 inh -9, TWEAK Fn14 block -47, SRC1 inh -3, NR5A2 inv ag 16, NR2F2 inh -23 and EBV LMP1 NFkB -1.
Cc1cc(N2CCN(S(=O)(=O)c3ccc(Cl)c(Cl)c3)CC2)c2ccccc2n1 was read as NCOA3 inh 10, SRC2 inh 19, TLR9-MyD88 block -13, TROY NFkB inh 20, C8 TRAIL sens 9, NOD2-RIPK2 inh 2, TWEAK Fn14 block 15, SRC1 inh 18, NR5A2 inv ag 3, NR2F2 inh 19 and EBV LMP1 NFkB 4.
CCn1c(CNC(=O)c2ccccc2)nnc1SCC(=O)N1CCN(c2ccccc2)CC1 was read as NCOA3 inh 2, SRC2 inh -23, TLR9-MyD88 block 4, TROY NFkB inh 1, C8 TRAIL sens -18, NOD2-RIPK2 inh -5, TWEAK Fn14 block 5, SRC1 inh 3, NR5A2 inv ag 7, NR2F2 inh 11 and EBV LMP1 NFkB -2.
`COc1ccc(-c2nn(-c3ccccc3)cc2C(=O)Nc2nc(CC(C)=O)ns2)cc1` gave NCOA3 inh 9, SRC2 inh -4, TLR9-MyD88 block -4, TROY NFkB inh 19, C8 TRAIL sens 2, NOD2-RIPK2 inh -5, TWEAK Fn14 block 6, SRC1 inh -11, NR5A2 inv ag 15, NR2F2 inh -2 and EBV LMP1 NFkB -4.
Screening O=c1nc(Nc2ccc([N+](=O)[O-])cc2)[nH]c(=O)[nH]1 returned NCOA3 inh 10, SRC2 inh 25, TLR9-MyD88 block 2, TROY NFkB inh 2, C8 TRAIL sens -6, NOD2-RIPK2 inh -2, TWEAK Fn14 block 3, SRC1 inh -3, NR5A2 inv ag 9, NR2F2 inh -1 and EBV LMP1 NFkB 2.
Screening O=C(CSc1nc(O)c(C2CCCCC2)c(=O)[nH]1)N1CCOCC1 returned NCOA3 inh 22, SRC2 inh 21, TLR9-MyD88 block 6, TROY NFkB inh 3, C8 TRAIL sens -6, NOD2-RIPK2 inh -2, TWEAK Fn14 block -5, SRC1 inh 7, NR5A2 inv ag 10, NR2F2 inh 3 and EBV LMP1 NFkB -1.
Screening CC(C)(C)NC(=O)c1cccc(NC(=O)CSc2ccc(Cl)cc2)c1 returned NCOA3 inh 9, SRC2 inh 0, TLR9-MyD88 block 2, TROY NFkB inh -7, C8 TRAIL sens 5, NOD2-RIPK2 inh -6, TWEAK Fn14 block 4, SRC1 inh 0, NR5A2 inv ag -5, NR2F2 inh -8 and EBV LMP1 NFkB -7.
For C/C(=N\NC(=O)c1ccc(CSc2nncn2C)cc1)c1ccc(Cl)cc1 the results were NCOA3 inh -5, SRC2 inh -19, TLR9-MyD88 block 2, TROY NFkB inh -5, C8 TRAIL sens 3, NOD2-RIPK2 inh -13, TWEAK Fn14 block 7, SRC1 inh -12, NR5A2 inv ag 3, NR2F2 inh 6 and EBV LMP1 NFkB -7.
Screening Cc1ccc(-n2cc(CN(C)CCc3cn[nH]c3)c(-c3cccc(C)c3)n2)cc1 returned NCOA3 inh -3, SRC2 inh -21, TLR9-MyD88 block -7, TROY NFkB inh -15, C8 TRAIL sens -1, NOD2-RIPK2 inh 7, TWEAK Fn14 block -15, SRC1 inh 15, NR5A2 inv ag -6, NR2F2 inh 9 and EBV LMP1 NFkB 0.
